USP2a block – blocks human ubiquitin-specific protease USP2a; AID 463254; USP2 core, Ub-CHOP2 coupled fluorogenic reporter, 485/531; actives 0.01% (n = 330,000); Potency, µM (top dose mostly 38.3 µM), without a hit: at the top dose activity change, negative = inhibition, most hits filed as inhibitors; O75604;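 note: potency is the fitted concentration of half-maximal effect; plate controls were DMSO wells for no effect and full inhibition by NEM control for full effect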
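Cell-free coupled assay: 10nM USP2 core preincubated 30min RT with compound in Tris-HCl pH 8.0/CaCl2/CHAPS buffer, then 25nM Ub-CHOP2 and 25nM reporter substrate; fluorescence (Ex 485/Em 531) read after 60min RT, normalized to NEM inhibition, concentration-response curves fitted.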
KCNH2 3.1 inh – blocks the human KCNH2 3.1 channel isoform; U2OS KCNH2 3.1, thallium flux FluxOr; stronger effect = lower value; activity change, % (tested at about 1.8 µM); actives 0.95% (n = 340,000);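 active = maximum activity change below -70%; inconclusive = maximum activity change from -70% to -50%; inactive = maximum activity change above -50%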;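 note: thallium influx rate constant from kinetic fluorescence after stimulation buffer; % is set by controls: 0 for no effect and ±100 for the full control effect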
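Channel expression came from 3.1 mutant virus (1.77 x 10^8 /mL) applied to suspended U2OS cells for 4 h. Flux was tracked with FluxOr dye plus Red40 quencher, and kinetic rate constants normalized to controls.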
GALK inh – inhibitors of human galactokinase. Purified GALK, Kinase-Glo residual ATP luminescence. Potency, µM (top dose mostly 57.5 µM), inactives show at the highest dose activity change, negative = inhibition, most hits filed as inhibitors. P51570. AID 1868. actives 0.007% (n = 270,000); note: potency is the fitted concentration of half-maximal effect; % is set by controls: 0 for no effect and ±100 for the full control effect
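Human GALK (5 nM) with 35 uM ATP and 100 uM galactose in 20 mM HEPES pH 8.0, 5 mM MgCl2, 60 mM NaCl, 1 mM DTT, 0.01% BSA. After 1 h at room temperature, leftover ATP was read by Kinase-Glo Plus luminescence.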
B2AR arrestin – recruits beta-arrestin to the human beta2-adrenergic receptor; P07550; beta-arrestin recruitment to beta2AR, cell-based reporter; Potency, µM (doses to about 46.1 µM), for the others: top-dose activation, usual class: activators; actives 0.02% (n = 330,000); AID 492947;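 note: potency is the fitted concentration of half-maximal effect; 0% = DMSO controls and full agonism = EC100 isoproterenol or metaproterenol; nearly all actives have a fitted effect of over 65% in size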
FBPA coupling cs – counter-screen for Giardia aldolase inhibitors: coupling enzyme system. actives 0.67% (n = 290,000). coupling enzyme system counterscreen, AmpLite Red fluorescence. AID 2472. activity change, negative = inhibition, % at 58.2 µM, hits read low; in the data active = activity change below about -30%; note: % is set by controls: 0 for no effect and ±100 for the full control effect
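Counterscreen lacking aldolase: glyceraldehyde-3-phosphate coupling-enzyme reagent preincubated 10 min at RT with compound (at 57.5 uM final), then substrate/coupling system with AmpLite Red added; fluorescence read at 525/598 nm after 20 min RT.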
hERG WT inh – KCNH2 (human, wildtype) channel inhibition; U2OS, BacMam KCNH2, thallium flux FluxOr; stronger effect = lower value; activity change, % at 1.84 µM; actives 0.37% (n = 340,000); AID 720551;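 active = maximum activity change below -70%; inconclusive = maximum activity change between -70% and -50%; inactive = maximum activity change above -50%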; note: % is set by controls: 0 for no effect and ±100 for the full control effect
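U2OS cells transduced with wild-type KCNH2 virus are loaded with FluxOr dye for 45 min, and thallium flux is measured in kinetic reads before and after stimulation buffer. Rate constants are normalized to DMSO controls.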
TRPV1 ag – activates the human vanilloid receptor TRPV1. Q8NER1. TRPV1-expressing cells, Fluo-8 calcium influx, agonist mode. activation, % at 8.33 µM. actives 0.19% (n = 320,000). AID 540275; in the data active = activation above about 80%; inconclusive = between about 30% and that limit; note: 0% is about no effect
Target sequence (Q8NER1 whole entry, looked up): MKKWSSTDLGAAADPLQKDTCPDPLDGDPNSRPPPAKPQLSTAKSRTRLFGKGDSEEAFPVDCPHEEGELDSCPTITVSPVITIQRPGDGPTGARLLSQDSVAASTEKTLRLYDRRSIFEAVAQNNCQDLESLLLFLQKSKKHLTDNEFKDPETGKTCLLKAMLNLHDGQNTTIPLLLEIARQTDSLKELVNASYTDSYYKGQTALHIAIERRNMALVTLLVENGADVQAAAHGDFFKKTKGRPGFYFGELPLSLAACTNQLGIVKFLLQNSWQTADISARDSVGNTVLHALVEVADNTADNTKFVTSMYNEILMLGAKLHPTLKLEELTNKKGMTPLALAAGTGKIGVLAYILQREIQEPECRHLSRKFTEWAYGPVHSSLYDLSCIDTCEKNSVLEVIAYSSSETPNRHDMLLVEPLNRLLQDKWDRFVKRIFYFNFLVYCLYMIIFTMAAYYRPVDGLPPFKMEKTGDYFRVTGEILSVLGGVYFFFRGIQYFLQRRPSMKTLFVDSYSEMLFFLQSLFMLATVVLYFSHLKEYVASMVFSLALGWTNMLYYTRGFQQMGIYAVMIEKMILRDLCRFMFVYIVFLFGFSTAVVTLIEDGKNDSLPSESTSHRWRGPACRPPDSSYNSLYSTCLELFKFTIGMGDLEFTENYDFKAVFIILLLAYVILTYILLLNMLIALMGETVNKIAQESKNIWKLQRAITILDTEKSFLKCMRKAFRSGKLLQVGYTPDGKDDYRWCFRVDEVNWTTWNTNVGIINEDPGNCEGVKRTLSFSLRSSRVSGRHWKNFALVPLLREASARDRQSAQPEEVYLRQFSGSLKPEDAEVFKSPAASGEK
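Fluo-8 calcium influx in TRPV1-expressing cells, kinetic read (ex 480/em 520 nm). Compound added and read 3 min for agonist activity, followed by capsaicin at EC20 final and 2 min further read for enhancement.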
Menin MLL FP TR – displaces Texas Red mutant MLL peptide from human menin; actives 0.23% (n = 270,000); Potency, µM (doses to about 61.6 µM), for the others: top-dose FP activity change, negative = inhibition, hits mostly inhibitors; Menin + Texas Red MLL mutant peptide, fluorescence polarization; AID 1768; O00255; active = well fitted inhibition curve with a large enough effect in the polarisation, with a control signal flat, not every such curve was filed as active; inconclusive = small, poorly fitted or top-dose-only effect, or effect the other way, or a change in a side signal; inactive = no such curve, though single readings can be large or run the other way; the % refers to the polarisation; note: potency is the fitted concentration of half-maximal effect; % of control where 0% means no effect; many of its hits are not listed in these tables
CXXC DNA block – MLL CXXC-DNA interaction inhibition; Q03164; MLL-CXXC / FITC-HOXA9 DNA fluorescence polarization; Potency, µM (series often up to 115 µM), for inactives: top-dose activity change, negative = inhibition, usual class: inhibitors; actives 0.037% (n = 290,000); active = well fitted inhibition curve with a large enough effect in the polarisation, with a control signal flat, not every such curve was filed as active; inconclusive = small, poorly fitted or top-dose-only effect, or effect the other way, or a change in a side signal; inactive = no such curve, though single readings can be large or run the other way; the % refers to the polarisation; note: potency is the fitted concentration of half-maximal effect
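Purified MLL-CXXC (added from a 7 uM solution) was preincubated 5 min at ambient with pinned compounds in 50 mM Tris-HCl pH 7.5, 50 mM NaCl, 1 mM DTT, 0.05% BSA. Fluorescein-labeled HOX-A9 DNA (50 nM solution) followed, 30 min, then polarization read.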
PKM2 act – PKM2 (human) enzyme activation. purified PKM2, Kinase-Glo ATP luminescence, activation; response scale: 0% is enzyme alone, no compound. Potency, µM (titrated, usually from 57.5 µM), without a hit: at the top dose activation, hits mostly activators. actives 0.34% (n = 260,000). AID 1631; note: potency is the fitted concentration of half-maximal effect; % is set by controls: 0 for no effect and ±100 for the full control effect; nearly all actives have a fitted effect of over 55% in size
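ATP formation by purified human PK-M2, quantified via coupled luciferase luminescence after 1 h at room temperature with 0.1 mM ADP and 0.5 mM PEP final.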
Giardia kill – Giardia lamblia killing | Giardia lamblia trophozoite viability | activity change, % at 7.66 µM, hits read low | actives 0.15% (n = 340,000) | AID 540267; in the data active = activity change below about -80%; inconclusive = between about -30% and that limit;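 note: parasites exposed to compound for two days anaerobically before the ATP read; % is set by controls: 0 for no effect and ±100 for the full control effect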
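Giardia lamblia trophozoites (100 cells/well) were incubated with compounds for 48 h at 37 deg C under anaerobic conditions. Viability was read as ATP content by one-step luminescence after 15-30 min at room temperature.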
Starred values were filed as active, the others as inactive; ? = inconclusive; . = not tested or not shown; [ ] = dose if it differs, or a comment. Unless noted, calls come from the whole dose curve; as a rule, active = well fitted curve in the direction sought with a large enough effect; inconclusive = small, poorly fitted or top-dose-only effect, or another doubt; inactive = no such curve, though single readings can be large; an effect the other way counts as inactive or inconclusive. Not all compounds are listed; count on the stated rates, not on these rows.

cpd | compound | TRPV1 ag | CXXC DNA block | GALK inh | B2AR arrestin | KCNH2 3.1 inh | hERG WT inh
1 | O=C(CN1C2=NCCN2c2ccccc21)N1CCOCC1 | -3 | 1% | 0% | . | 1 | 0
2 | CC(CN(C)Cc1ccccc1)OC(=O)c1ccc2c(c1)OCCO2 (stereo unspecified) | 16 | -6% | -1% | 0.0% | 7 | 2
3 | O=C(Nc1nc(-c2ccncc2)cs1)c1ccc(S(=O)(=O)N2CCOCC2)cc1 | -1 | -10% | -1% | -0.3% | 1 | -11
4 | CN(C)c1cc(O)c(C(=S)Nc2ccccc2)c(N(C)C)c1 | 1 | 0% | 2% | 3.8% | 3 | 31
5 | Cc1cc(C)c2c(n1)SCC(=O)N2CC(=O)Nc1cc(F)ccc1F | -4 | . | . | 0.4% | 23 | 1
6 | CCOC(=O)c1cc2cc(C)ccc2[nH]1 | 25 | -4% | -3% | 0.7% | -9 | 13
7 | Cc1ccccc1OCc1ccc(C(=O)N2CCOCC2)o1 | ? | 7% | -1% | -0.1% | -9 | -9
8 | CN(C)c1ccc(Nc2ncnc3ccc(Br)cc23)cc1 | ? | 4% | 6% | -1.1% | -11 | 1
9 | COc1ccc(OC)c(NC(=O)CCn2c(=S)[nH]c3ccccc3c2=O)c1 | 12 | 4% | -7% | -0.2% | 38 | -6
10 | CCc1nnc(NC(=O)c2ccncc2)s1 | -1 | -1% | 5% | 0.3% | -3 | -4
11 | COc1cc(C(=S)N2CCCC2)cc(OC)c1O | 0 | -9% | 3% | -0.1% | 4 | 1
12 | COc1ccc(Sc2nc3ccccc3n3c(C(F)(F)F)nnc23)cc1 | -3 | 4% | -1% | -0.5% | 10 | -2

cpd | FBPA coupling cs | USP2a block | PKM2 act | Menin MLL FP TR | Giardia kill
1 | 0 | . | -9% | 2% | 17
2 | -4 | 0% | 0% | -17% | 3
3 | 6 | 0% | -10% | -4% | -8
4 | -21 | -8% | -3% | ? | -21
5 | -2 | 1% | -2% | 16% | -2
6 | 0 | 0% | 5% | -3% | 9
7 | -2 | 1% | -6% | -9% | -7
8 | 1 | 0% | 27% | 9% | 15
9 | . | 2% | . | . | -15
10 | 2 | 0% | -1% | -2% | 5
11 | -1 | 2% | -1% | 0% | -3
12 | 5 | -1% | 1% | -7% | -13

Next compounds.
cpd | compound | TRPV1 ag | CXXC DNA block | GALK inh | B2AR arrestin | KCNH2 3.1 inh | hERG WT inh
13 | Cc1c(NS(=O)(=O)c2cccc3nsnc23)c(=O)n(-c2ccccc2)n1C | -1 | 6% | 0% | 0.4% | 2 | -19
14 | CCOc1ccc(C2C(C(=O)Nc3ccc(F)cc3)=C(C)Nc3nc(CCCO)nn32)cc1 (stereo unspecified) | . | -9% | 1% | 0.0% | 6 | 1
15 | Cc1ccc2c(c1)CCCN2C(=O)c1ccco1 | 4 | 3% | -3% | -0.2% | 0 | -16
16 | CCOc1ccc(N(CC(=O)Nc2ccc(CC)cc2)S(=O)(=O)c2c(C)[nH]c(=O)[nH]c2=O)cc1 | 2 | 4% | 3% | 0.0% | -11 | -5
17 | O=C(O)CSc1cc(C(=O)c2ccccc2O)cn2c(=O)c3c(-c4ccccc4)csc3nc12 | 7 | -10% | -1% | 0.0% | -5 | 9
18 | Cc1ccc(C(=O)NC2c3ccccc3-c3ccccc32)cc1 | 3 | -5% | 0% | 0.3% | -28 | 6
19 | NC(=O)c1cc(C(=O)Cc2ccc(Cl)cc2)c[nH]1 | 1 | 11% | 1% | 0.2% | 6 | -1
20 | Cc1ccccc1CN1CCC(CNC(=O)Nc2ccc(F)cc2F)CC1 | 12 | 3% | . | -1.0% | 11 | 66
21 | CCOC(=O)Nc1ccc(S(=O)(=O)NCc2ccccc2)cc1 | . | -8% | -2% | -0.3% | -6 | -6
22 | O=C(O)CC(CCc1ccccc1)OC1OC(CO)C(O)C(O)C1O (stereo unspecified) | 0 | 7% | ? | -0.3% | -13 | 11
23 | Cc1ccc(NC(=O)c2ccc3nc[nH]c3c2)c(O)c1 | -2 | 6% | 8% | 0.1% | 5 | -3
24 | CC(C)Cn1c(=O)c(C(=O)Nc2ccccc2S(N)(=O)=O)c(O)c2ccccc21 | -1 | -3% | 2% | 0.1% | 12 | -12

cpd | FBPA coupling cs | USP2a block | PKM2 act | Menin MLL FP TR | Giardia kill
13 | -2 | 3% | 3% | -1% | -9
14 | 5 | -3% | 1% | 13%[11.7 µM] | ?
15 | 0 | -4% | -4% | -14% | 1
16 | . | 0% | . | . | 11
17 | 14 | -3% | -3% | ? | -10
18 | -2 | 2% | -11% | ? | -11
19 | 3 | -3% | . | 2% | 14
20 | 0 | 0% | . | -15% | -11
21 | 0 | 1% | -9% | . | -13
22 | 1 | 2% | 14% | . | -15
23 | 2 | -1% | -12% | 16% | -4
24 | -2 | 0% | 0% | ? | 8

Exported with two lines to a compound: 3 of the compounds above.
Order of values: TRPV1 ag	CXXC DNA block	GALK inh	B2AR arrestin	KCNH2 3.1 inh	hERG WT inh	FBPA coupling cs	USP2a block	PKM2 act	Menin MLL FP TR	Giardia kill
17) O=C(O)CSc1cc(C(=O)c2ccccc2O)cn2c(=O)c3c(-c4ccccc4)csc3nc12
→ 7	-10%	-1%	0.0%	-5	9	14	-3%	-3%	?	-10
18) Cc1ccc(C(=O)NC2c3ccccc3-c3ccccc32)cc1
→ 3	-5%	0%	0.3%	-28	6	-2	2%	-11%	?	-11
19) NC(=O)c1cc(C(=O)Cc2ccc(Cl)cc2)c[nH]1
→ 1	11%	1%	0.2%	6	-1	3	-3%	.	2%	14

(listing goes on)
cpd | compound | TRPV1 ag | CXXC DNA block | GALK inh | B2AR arrestin | KCNH2 3.1 inh | hERG WT inh
25 | O=C1c2ccccc2CN1CCNS(=O)(=O)c1ccc(Cl)cc1 | 2 | 14% | 0% | 0.1% | -11 | -1
26 | OCCN1CCN(c2nnc(-c3ccccc3)c3ccccc23)CC1 | 0 | 2% | -2% | 0.4% | -22 | -1
27 | CC(C)c1ccc(N(CC(=O)NCCSCc2ccco2)S(C)(=O)=O)cc1 | 0 | 0% | 11% | -0.1% | -6 | -1
28 | COc1ccc(OCc2nnc(SCC(=O)NCC3CCCO3)n2N)cc1 (stereo unspecified) | . | . | . | -0.5% | 12 | 10
29 | COC(=O)c1ccc(OC(=O)c2cnccn2)cc1 | -5 | 23% | 4% | -0.4% | 0 | 0
30 | Cc1csc(NC(=O)CSc2nnc3c4ccccc4nc(C(C)(C)C)n23)n1 | 2 | -5% | -2% | -0.2% | -19 | 6
31 | O=C(NCC1CCCO1)c1ccccc1NS(=O)(=O)c1cc([N+](=O)[O-])ccc1Cl (stereo unspecified) | . | . | . | 0.0% | 20 | -1
32 | CSc1ncc(Cl)c(C(=O)Nc2ccccc2[N+](=O)[O-])n1 | 2 | 59%[activator] | 1% | 0.5% | 3 | 7
33 | CCOC(=O)c1oc2c(c1C)/C(=N/O)CCC2 | . | -2% | -6% | 0.1% | 20 | -3
34 | O=C(CN1C(=O)CSC1=O)Nc1ccccc1N1CCOCC1 | -2 | 1% | 8% | -0.6% | 1 | 0
35 | COc1ccc(C(=O)Nc2cccc3nc(C)ccc23)c(OC)c1 | -1 | -16% | 1% | -0.3% | 4 | -12
36 | CCS(=O)(=O)N1Cc2ccccc2CC1C(=O)Nc1ccc(F)cc1 (stereo unspecified) | 1 | -8% | 0% | -0.3% | -1 | -9
37 | COc1cc(OC)c(C2C(C#N)=C(N)Oc3cc(C)n(CCCN4CCOCC4)c(=O)c32)cc1OC (stereo unspecified) | -5 | 5% | -2% | 0.0% | -1 | 1
38 | O=C(c1cccs1)N1N=C(c2ccccc2)CC1c1ccc(O)cc1 (stereo unspecified) | 16 | 7% | 2% | ? | 5 | 3

cpd | FBPA coupling cs | USP2a block | PKM2 act | Menin MLL FP TR | Giardia kill
25 | 1 | 1% | 10% | 0% | -16
26 | -1 | 7% | . | -2% | -13
27 | 0 | 2% | 1% | -12% | 13
28 | . | -1% | . | . | 2
29 | 2 | 9% | 0% | -4% | 19
30 | 0 | 3% | 1% | -15% | -9
31 | . | 0% | . | . | 12
32 | -4 | -1% | 5% | -16% | 9
33 | -1 | -2% | -5% | . | 18
34 | 0 | 2% | -4% | 9% | 3
35 | -1 | -1% | -1% | -8% | 7
36 | -2 | 6% | 1% | . | 0
37 | 0 | 0% | -3% | 3% | -7
38 | 2 | 1% | 5% | 15% | 8

High-throughput results: PubChem, National Center for Advancing Translational Sciences (NCATS)
